High-throughput results: PubChem BioAssay, National Center for Advancing Translational Sciences (NCATS)
D3 antag = antagonists of human D3 dopamine receptor; P35462; D3R cells, DiscoveRx beta-arrestin luminescence, antagonist mode; hits give low values; max response, negative = inhibition, %; 2.5% of 360,000 active; AID 652054; in the data active = max response below about -50%; inconclusive = no clear call, values can overlap the other calls; also: % is scaled to controls: 0 for no effect and ±100 for the full control effect; mostly tested at two doses, the higher about 12 µM
Target sequence (P35462 whole entry, looked up): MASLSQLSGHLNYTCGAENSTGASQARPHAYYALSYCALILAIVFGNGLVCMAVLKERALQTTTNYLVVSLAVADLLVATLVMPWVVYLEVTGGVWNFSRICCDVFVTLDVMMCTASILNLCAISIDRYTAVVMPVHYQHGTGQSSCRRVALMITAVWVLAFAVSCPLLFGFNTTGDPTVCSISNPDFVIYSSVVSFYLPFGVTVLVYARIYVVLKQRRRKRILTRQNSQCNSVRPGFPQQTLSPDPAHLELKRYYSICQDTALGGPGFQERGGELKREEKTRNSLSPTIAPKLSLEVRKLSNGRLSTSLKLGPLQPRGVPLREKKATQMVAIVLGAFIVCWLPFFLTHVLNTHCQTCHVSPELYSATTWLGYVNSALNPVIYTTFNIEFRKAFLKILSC
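Cells expressing the human receptor were seeded at 1500 cells/well, incubated overnight at 37 degrees C in 5% CO2, then exposed to library compounds with dopamine controls for 90 minutes at 37 degrees C before luminescent detection.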
MmCpn inh = blocks the Methanococcus maripaludis chaperonin Mm-Cpn. purified Mm-Cpn ATPase, ADP Transcreener TR-FRET. Potency, µM (top dose mostly 76.9 µM), for the others: at the highest dose activity, negative = inhibition, most hits filed as inhibitors. 0.031% of 330,000 active; also: potency is read from the fitted curve at half-maximal effect; % is scaled to controls: 0 for no effect and ±100 for the full control effect; nearly all actives have a fitted effect of over 80% in size
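Measured: ADP formation by purified Mm-CPN. Conditions: 25 nM protein, 10 uM ATP, Tris pH 7.4 with Mg2+, K+ and DTT, 37°C for 30 min. Detection: Transcreener HTRF after 30 min at room temperature.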
D3 ag = D3 dopamine receptor (human) agonism; max activation, %; P35462; D3R DiscoveRx beta-arrestin cells, luminescence, 90 min; 0.58% of 410,000 active; in the data active = max activation above about 30%; also: 0% is about no effect; mostly tested at two doses, the higher about 12 µM
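Cells at 1500/well, incubated overnight, then treated with pinned compounds (dopamine as control) for 90 min at 37 degrees C. DiscoveRx reagent added for 30 - 60 minutes at room temperature; luminescence read.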
CCT chaperon mod = cytosolic chaperonin activity modulation; purified chaperonin ATPase assay, HTRF ADP detection, 30 min; activity change, % (concentration not given with the values), hits read low; 0.3% of 360,000 active; in the data active = activity change below about -30%; also: % is scaled to controls: 0 for no effect and ±100 for the full control effect
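ATPase activity: ADP formed was measured by HTRF Transcreener (665/615 nm ratio) after 30 min at 37 deg C with 10 uM ATP. Compounds screened at one 76 uM concentration against 40 or 20 nM TRiC in Tris pH 7.4/KCl/MgCl2/DTT buffer.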
EPAC2 ag = EPAC2 (human) agonism | 0.079% of 360,000 active | Potency, µM (highest dose often 154 µM), for the others: at the top dose activation, most hits filed as activators | Q8WZA2 | AID 720711 | EPAC2 activation, biochemical qHTS; response scale: 100% = 6.5 mM cAMP response; also: potency is read from the fitted curve at half-maximal effect; nearly all actives have a fitted effect of over 50% in size
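Compounds were titrated in qHTS against a Rap1B-BODIPY-GDP (250 nM) complex with EPAC2 (100 nM) and GDP (50 uM). BODIPY-GDP release tracked at 480/540 nm over 30 min at room temperature, normalized to 6.5 mM cAMP.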
PTHR1 agonist = agonists of human PTHR1 parathyroid hormone receptor; AID 743266; HEK293 GP2 PTHR1 cells, GloSensor cAMP luminescence, 1 h; 0.075% of 410,000 active; Q03431; Potency, µM (series often up to 115 µM), for the others: top-dose activation, actives largely listed as activators; also: potency is read from the fitted curve at half-maximal effect; nearly all actives have a fitted effect of over 55% in size; some results filed as inactive show a strong effect at the top dose; inactives centre near -15; many of its hits are not listed in these tables
Target sequence (Q03431 whole entry, looked up): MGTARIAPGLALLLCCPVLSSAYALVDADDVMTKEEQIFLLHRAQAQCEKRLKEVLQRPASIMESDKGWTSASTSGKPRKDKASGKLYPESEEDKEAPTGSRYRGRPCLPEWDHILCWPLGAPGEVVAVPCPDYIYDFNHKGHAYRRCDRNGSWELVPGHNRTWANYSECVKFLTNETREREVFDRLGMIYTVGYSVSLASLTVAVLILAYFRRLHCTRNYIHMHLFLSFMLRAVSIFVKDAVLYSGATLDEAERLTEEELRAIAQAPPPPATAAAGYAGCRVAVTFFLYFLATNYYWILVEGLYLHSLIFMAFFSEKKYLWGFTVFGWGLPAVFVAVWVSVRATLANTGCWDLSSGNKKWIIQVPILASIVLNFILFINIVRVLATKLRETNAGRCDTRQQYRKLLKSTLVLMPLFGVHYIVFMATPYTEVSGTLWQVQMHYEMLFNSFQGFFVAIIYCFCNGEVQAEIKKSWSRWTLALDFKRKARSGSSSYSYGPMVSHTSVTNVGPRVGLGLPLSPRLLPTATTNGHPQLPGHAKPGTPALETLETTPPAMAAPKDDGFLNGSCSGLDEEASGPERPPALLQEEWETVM
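HEK-293-derived GP2 cells expressing PTHR1 and a GloSensor cAMP reporter, 3,000/well, plated overnight, given luciferin plus IBMX (each 0.5 mM as added) for 1 h at 37 °C, then compound for 1 h at 37 °C. Luminescence was read after 15 min at room temperature.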
EPAC2 antag = EPAC2 (human) antagonism | EPAC2 GEF exchange of Rap1B-BODIPY-GDP, fluorescence | Potency, µM (doses to about 114 µM), inactives show at the top dose activity, negative = inhibition, hits mostly inhibitors | Q8WZA2 | 0.18% of 360,000 active; also: potency is read from the fitted curve at half-maximal effect; % is scaled to controls: 0 for no effect and ±100 for the full control effect; nearly all actives have a fitted effect of over 45% in size; many of its hits are not listed in these tables
pAkt inh = blocks phosphorylation of Akt; Neuro2A IGF-stimulated pAkt S473 HTRF, 20 min; hits give low values; activity change, % for hits at 50 µM; 0.32% of 360,000 active; in the data active = activity change below about -80%; inconclusive = mostly about -51% to -80%; also: % is scaled to controls: 0 for no effect and ±100 for the full control effect
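Single-point screen (50 µM final compound) in Neuro2A cells stimulated 20 min with 6 nM IGF at 37 deg C. After lysis, Ser473-phosphorylated Akt read by HTRF (ex 330 nm, em 615/665 nm) as the 665/615 ratio.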
Active calls of the source: *; i = inactive; ? = inconclusive; / = no result given; [ ] = remark or other dose. Unless noted, calls follow the shape of the dose curve; as a rule, active = well fitted curve in the direction sought with a large enough effect; inconclusive = small, poorly fitted or top-dose-only effect, or another doubt; inactive = no such curve, though single readings can be large; an effect the other way counts as inactive or inconclusive. Only part of the results is shown. The share of hits here may be higher or lower than overall.

Sequence of screens – D3 antag | MmCpn inh | D3 ag | CCT chaperon mod | EPAC2 ag | PTHR1 agonist | EPAC2 antag | pAkt inh
- CN1CCC23c4c5ccc(O)c4O[C@@H]2[C@H](O)C=CC3C1C5 (some centres not stated)
 : -24 | 0% | 0 | -45* | 7% | i | 10% | i
- Nc1ccc(Cl)cc1C(=O)c1ccccc1
 : 16 | 0% | 5 | -0.8 | 8% | i | ? | i
- CCOc1cc(C=C2C(=O)NC(=O)NC2=O)ccc1OCC(=O)N1CCOCC1
 : 0 | -4% | 1 | 0.3 | 2% | -24% | 26% | i
- Cc1c(C(=O)N2CCC3(CC2)OCCO3)sc2ncnc(N3CCN(c4ccccn4)CC3)c12
 : 43 | 1% | 20 | -0.8 | -2% | -18%[57.5 µM] | 3% | i
- CCN1CCN(C(=O)COc2ccc(S(=O)(=O)N(C)Cc3ccccc3)cc2)CC1
 : 21 | / | -16 | -3.7 | 8% | i | -2% | i
- CCN1CCN(C(=O)COc2ccc(S(=O)(=O)N3CCOCC3)cc2Cl)CC1
 : 2 | 3% | -23 | -1.3 | 2% | -14% | 4% | i
- CCOc1ccc(N2C(=O)/C(=C/c3ccco3)C(=O)NC2=S)cc1
 : ? | 0% | 1 | -1.6 | 3% | -36%[inhibitor] | ? | i
- Cc1cc(-c2nnn(CCCOC(C)(C)C)c2C)ccc1-c1cn(CCCOC(C)(C)C)nn1
 : 30 | / | 3 | 0.6 | -9% | -86%[inhibitor] | -9% | i
- c1ccc(CCNCc2cccs2)cc1
 : ? | 0% | -7 | -0.4 | 14% | 12% | 11% | i
- CCn1c(CNC(=O)c2ccc3c(c2)OCO3)nnc1SCC(=O)Nc1cc(C)ccc1OC
 : 0 | / | 11 | -3.4 | 6% | -31%[inhibitor][57.5 µM] | 6% | i
- CC1CCCCN1CC(O)c1c[nH]c2ccccc12 (configuration not stated)
 : -12 | 1% | -2 | -0.4 | 16% | -14% | 4% | i
- CCCCC[C@@H]1CCCCC[C@H](O)C[C@H](O)[C@@H](O)/C=C/C(=O)O1
 : 80 | / | 2 | -0.4 | -5% | -27% | -2% | i
- Nc1ccccc1C(=O)OCC(=O)Nc1ccc(Br)cc1F
 : 17 | 0% | -11 | -0.6 | -8% | i | 2% | i
- Cc1nc2c(-c3ccc(F)cc3)c(C)nn2c(C)c1CCC(=O)N1CCC2(CC1)OCCO2
 : -5 | -3% | 5 | -2.7 | 9% | i | 4% | i
- Cc1cccc(N=Nc2ccc(N(C)C)cc2)c1
 : -17 | 0% | -8 | 0.1 | 4% | -25% | -2% | i
- CCOC(=O)C1(CCc2ccccc2)CCN(Cc2ccc3c(c2)OCCO3)CC1
 : ? | 0% | -11 | 0.4 | 15% | -22% | -10% | i
- O=P(CCl)(Nc1ccccc1)C(Cl)(Cl)Cl (configuration not stated)
 : -26 | -2% | -8 | -5.1 | 9% | i | -2% | i
- COc1ccccc1C1=NCc2nnc(C)n2-c2ccc(Cl)cc21
 : 36 | -1% | -2 | -0.4 | 3% | i | 15% | i
- O=[N+]([O-])c1ccc(N2CCNCC2)cc1N1CCCCC1
 : -21 | -1% | -4 | -0.9 | 4% | -30% | 9% | i
- Cc1ncc([N+](=O)[O-])n1CCOc1nonc1N
 : -9 | -2% | -3 | -0.3 | 2% | i | 11% | i
- COc1ccccc1N1CCN(C(CNC(=O)Oc2ccccc2)c2cccnc2)CC1 (configuration not stated)
 : -11 | 0% | -13 | 2.5 | -2% | -6%[57.5 µM] | 15% | i
- O=P(Oc1ccc(-c2ccccc2)cc1)(N1CC1)N1CC1
 : -28 | / | 1 | -1.9 | 8% | i | 2% | i
- CN1CCCCC1Cc1ccccc1 (configuration not stated)
 : 10 | / | 1 | 1.4 | 3% | i | 2% | i
- CC1(C)C(=O)CC[C@]2(C)C3C(=O)C=C4[C@H]5C[C@@](C)(C(=O)O)CC[C@]5(C)CC[C@]4(C)[C@]3(C)CC[C@@H]12 (some centres not stated)
 : 16 | -1% | -2 | 0.2 | -2% | -4% | ? | i
- OC(CNCCc1c[nH]c2ccccc12)C(F)(F)F (configuration not stated)
 : 1 | -4% | -15 | -0.6 | 3% | -42% | -3% | i
- O=C(Nc1cccc(OC(=O)N2CCOCC2)c1)N1CCOCC1
 : 7 | -1% | 1 | -1.3 | -1% | -5%[57.5 µM] | 8% | i
- Cc1nn(Cc2ccccc2)c(Cl)c1C(=O)OCC(=O)NCC1CCCO1 (configuration not stated)
 : 0 | -1% | -5 | 1.8 | 5% | i | 6% | i
- O=C(O)CCC(=O)NCCC1=c2ccccc2=N/C1=C\c1c(O)n(Cc2ccc(F)cc2)c(=S)[nH]c1=O
 : -6 | -3% | -20 | 0.6 | 12% | -5% | -1% | i
- O=c1cccc2n1CC1CC2CN(CC(O)CN2CC3CC(C2)c2cccc(=O)n2C3)C1 (configuration not stated)
 : 6 | 0% | 6 | -0.2 | 2% | -3% | 6% | i
- C/C(=N\NC(=S)Nc1ccccc1)c1c(O)n(C)c(=O)n(C)c1=O
 : 8 | -1% | 1 | -1.2 | 4% | -10% | -7% | i
- CCN(CC)C(=O)c1ccc(N2C(=O)C3CC=C(Cl)CC3C2=O)cc1 (configuration not stated)
 : 8 | -1% | -5 | -1.4 | 2% | -4%[57.5 µM] | 16% | i
- COC(=O)C1=C(c2ccc(OC)c(OC)c2)C[C@@H]2CC[C@H]1N2C(=O)N1CCOCC1
 : 0 | 1% | -1 | 0.7 | 2% | i | -16% | i
- CCOc1ccc(C(=O)OC2CC3CCC(C2)N3C)cc1 (configuration not stated)
 : -3 | 2% | 0 | 1.3 | 13% | i | 0%[57.1 µM] | i
- CCCCOC(=O)C1=C(N)OC2=C(C(=O)CC(C)(C)C2)[C@]12C(=O)N(C)c1ccccc12
 : -5 | 0% | 0 | -0.2 | 3% | -1% | 17% | i
- C[C@]12CC[C@@H]3c4ccc(O)c(O)c4CC[C@H]3[C@@H]1CC[C@@H]2O
 : 0 | -3% | -10 | -0.2 | 3% | -34%[inhibitor] | -4% | i
- O=C(CN1CCCCC1)c1ccc(OC(F)F)cc1
 : 6 | 3% | -14 | 0.9 | 8% | i | -19% | i
- C[C@H](CO)N1C[C@H](C)[C@@H](CN(C)C(=O)Oc2ccc3ccccc3c2)OCc2cnnn2CCCC1=O
 : 0 | / | -1 | 0.7 | -3% | i | 5% | i
- CC1=NN(c2ccccc2)C(=O)C1/C=C1\C(=O)NC(=O)N(c2cc(C)cc(C)c2)C1=O (configuration not stated)
 : 40 | -6% | 1 | -0.7 | -11% | -27%[57.5 µM] | -10% | i
- Cc1cc(OC(=O)N(C)C)nc2c1c(C)nn2C
 : 38 | 0% | 4 | -3.1 | 11% | -9% | 2% | i
- Cc1ccc(NC(=S)NCC2CCCO2)cc1 (configuration not stated)
 : -10 | 1% | 1 | 2.8 | -3% | -47%[inhibitor] | -18% | i
- Nc1c2c(nc3sc4c(c13)CCCC4)CCCC2
 : 6 | -1% | 0 | 1.2 | -2% | i | 7% | i
- COC(=O)C1=C(c2cccc(OC)c2OC)C[C@@H]2CC[C@H]1N2C(=O)NC1CCCCC1
 : 1 | / | 9 | -1.3 | 8% | i | 8% | i
- C[N+]1(C)CCN(c2ccccc2)CC1
 : -26 | 1% | 1 | 0.6 | 14% | -23% | -8% | i
- O=C1NC(=O)C(=Cc2ccc3ccccc3c2)C(=O)N1
 : 25 | -1% | 0 | 1.1 | 5% | i | 0% | i
- CCOc1cc2c(cc1OCC)-n1cccc1C(c1ccccc1F)NC2 (configuration not stated)
 : -14 | 2% | 7 | 0.6 | 10% | -16% | -16% | i
- COC(=O)C1=C(c2cc3ccccc3s2)C[C@@H]2CC[C@H]1N2C
 : -28 | 2% | -25 | -0.1 | 11% | -23% | -9% | i
- CCOC(=O)c1c(N)n(CCN2CCCCC2)c2nc3ccccc3nc12
 : -27 | 0% | 1 | 1.7 | 1% | 16%[57.5 µM] | 8% | i
- CCCC[N+]12C3C[C@H](C4[C@H](O)[C@]5(C[C@@H]41)c1ccccc1N(C)[C@@H]35)[C@H](CC)[C@H]2O (some centres not stated)
 : -2 | 1% | -12 | 0.3 | 7% | i | 8% | i
- CCN1C[C@]2(COC(=O)c3ccccc3N)CC[C@H](OC)C34[C@@H]5C[C@H]6[C@H](OC)[C@@H]5[C@](O)(C[C@@H]6OC)[C@@](O)([C@H]13)[C@@H](OC)[C@@H]42
 : 51 | -1% | 4 | 0.3 | -6% | i | 0% | i
- O=C(O)c1cc[c]([Hg][Cl])cc1
 : -65* | -22% | -59 | 0.9 | 0% | -20% | -9% | i

Next part
Sequence of screens – D3 antag | MmCpn inh | D3 ag | CCT chaperon mod | EPAC2 ag | PTHR1 agonist | EPAC2 antag | pAkt inh
- Cc1ccc(Cn2cc(C=O)c(-c3ccc(F)cc3)n2)cc1
 : -4 | 1% | 11 | -1.7 | 6% | -21% | -23% | i
- CCN(CC)C(=O)Cn1cc(C=C2C(=O)N(C)C(=O)N(C)C2=O)c2ccccc21
 : 13 | -3% | -6 | -2.3 | -8% | i | 7% | i
- CCCCn1c(O)c(C(CC)=Nc2cccc(C(=O)O)c2)c(=O)[nH]c1=O
 : -3 | -1% | 0 | -1.1 | -7% | 0%[57.5 µM] | 9% | i
- COc1ccc2ccc(O)c(CN3CC=C(c4ccccc4)CC3)c2c1
 : ? | 1% | 0 | -0.4 | 8% | -14% | 10% | i
- CC(C)C/C(=N/O)c1cn(C)c2ccccc12
 : -2 | 4% | -5 | 0.0 | 11% | i | ? | i
- Cc1ccc(CN2C(=O)NC(=O)C3(Cc4c(nc5ccccn5c4=O)N4CCCCCC43)C2=O)cc1 (configuration not stated)
 : 13 | 2% | 54* | 1.1 | -1% | -35%[inhibitor][57.5 µM] | -8% | i
- CCOc1ccccc1-n1c(O)c(C=Nc2c(C)n(C)n(-c3ccccc3)c2=O)c(=O)[nH]c1=O
 : 1 | -2% | -3 | -0.7 | 8% | -3%[57.5 µM] | 1% | i
- COc1ccc(CN2CCN(C(=O)Cn3c(=O)oc4cc(Cl)ccc43)CC2)c(OC)c1OC
 : -19 | 0% | -5 | -0.1 | -3% | -91%[inhibitor] | 23% | i
